Compound activity: PubChem, NMMLSC
Bim-Bfl-1 – inhibitors of Bim binding to Bfl-1, primary screen, biochemical, multiplexed, bead-based flow cytometry; Bcl-2-related protein A1 (Homo sapiens), Q16548; Bim-Bfl-1 binding inhibition; inhibition, % at 10 µM; hit rate 0.12% among 190,000; AID 1008, 2008;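 note: 0% = wells without compound plus tracer and 100% = blocker peptide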
Bcl-XL Bim block – inhibitors of Bim-Bcl-XL binding, primary screen, biochemical, multiplexed, bead flow cytometry, human Bcl-XL. Bcl-2-like protein 1 (Homo sapiens), Q07817. Bim peptide-Bcl-XL binding, fluorescence. inhibition, % at 10 µM. hit rate 0.04% among 190,000
RGS4-Gao reg – modulators of RGS4 binding to Galphao, primary screen, biochemical, multiplexed bead flow cytometry; Guanine nucleotide-binding protein G(o) subunit alpha (Homo sapiens), P09471; actives lie on both sides; binding response (% of control), % at 10 µM; hit rate 0.33% among 220,000; AID 1415, 2008; in the data active = binding response below about 49% or above about 150%; inactive = in between;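 note: fluorescent Galphao activated with aluminum fluoride binding bead-coupled RGS4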
Bim-Mcl-1 – inhibitors of Bim peptide binding to Mcl-1, primary screen, biochemical, bead-based flow cytometry, multiplex; Induced myeloid leukemia cell differentiation protein Mcl-1 (Homo sapiens), Q07820; Bim peptide-Mcl-1 binding; inhibition, % at 10 µM; hit rate 0.1% among 190,000;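 note: 0% = no compound tracer wells and 100% = peptide blocker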
Bcl-B Bim block – inhibitors of Bim-Bcl-B binding, primary screen, biochemical, multiplexed, human Bcl-2 family; bead-based flow cytometry, Bim peptide-Bcl-B binding; hit rate 0.073% among 190,000; Bcl-2-like protein 10 (Homo sapiens), Q9HD36; inhibition, % at 10 µM;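 note: 0% = tracer peptide without compound and 100% = reference inhibitor peptide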
Target sequence (Q9HD36 whole entry, looked up): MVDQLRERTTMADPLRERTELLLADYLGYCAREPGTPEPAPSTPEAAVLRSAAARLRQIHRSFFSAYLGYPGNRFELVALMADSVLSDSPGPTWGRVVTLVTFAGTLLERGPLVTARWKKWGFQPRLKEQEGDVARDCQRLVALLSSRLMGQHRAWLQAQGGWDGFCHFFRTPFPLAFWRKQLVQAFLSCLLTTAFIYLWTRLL
ABCB1 block – ABCB1 efflux pump inhibitors, primary screen, cell-based, multiplex, flow cytometry, ABCG2 counter-screen; AID 1326, 2008; inhibition, % at 6.6 µM; CCRF-Adr cells, JC-1 efflux; hit rate 0.067% among 190,000; in the data active = inhibition above about 40%;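 note: 0% = vehicle and 100% = reference inhibitor; higher value means more JC-1 retained so stronger ABCB1 efflux block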
RGS7-Gao – RGS7-Galphao binding modulators, primary screen, biochemical, multiplexed bead flow cytometry; Guanine nucleotide-binding protein G(o) subunit alpha (Homo sapiens), P09471; actives lie on both sides; binding response (% of control), % at 10 µM; hit rate 0.35% among 220,000; AID 1439, 2008; in the data active = binding response below about 49% or above about 150%;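 note: fluorescent Galphao held in activated GDP-AlF4 state binding bead-coupled RGS7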
ABCG2 inh – ABCG2 efflux pump inhibitors, primary screen, multiplex with ABCB1, IgMXP3 cells, flow cytometry; Broad substrate specificity ATP-binding cassette transporter ABCG2 (Homo sapiens), Q9UNQ0; JC-1 efflux; inhibition, % at 6.6 µM; hit rate 0.1% among 190,000;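 active = inhibition above 80%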;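 note: 0% = DMSO and 100% = nicardipine control wells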
Target sequence (Q9UNQ0 whole entry, looked up): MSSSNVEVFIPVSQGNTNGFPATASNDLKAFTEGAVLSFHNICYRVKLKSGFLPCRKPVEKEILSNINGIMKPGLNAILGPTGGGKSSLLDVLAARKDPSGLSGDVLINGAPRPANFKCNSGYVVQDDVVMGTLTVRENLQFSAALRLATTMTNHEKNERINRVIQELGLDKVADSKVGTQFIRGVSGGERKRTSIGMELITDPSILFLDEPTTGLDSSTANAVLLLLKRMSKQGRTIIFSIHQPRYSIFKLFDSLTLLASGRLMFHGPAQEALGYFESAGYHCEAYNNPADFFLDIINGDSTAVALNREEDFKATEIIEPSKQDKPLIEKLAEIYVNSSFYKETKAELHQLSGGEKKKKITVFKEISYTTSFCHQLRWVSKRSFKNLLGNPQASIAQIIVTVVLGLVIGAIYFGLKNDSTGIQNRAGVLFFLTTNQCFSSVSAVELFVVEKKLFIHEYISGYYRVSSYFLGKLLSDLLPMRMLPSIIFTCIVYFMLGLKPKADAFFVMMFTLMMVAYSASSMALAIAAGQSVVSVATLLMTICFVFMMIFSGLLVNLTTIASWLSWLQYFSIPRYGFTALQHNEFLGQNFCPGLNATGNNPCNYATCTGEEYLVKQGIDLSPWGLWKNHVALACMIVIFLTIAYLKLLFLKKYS
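System: two drug-resistant human cell lines, ABCG2 and ABCB1; controls: nicardipine high and DMSO low controls; times: 10 min exposure at 25 °C with rotation, no wash; detection: flow cytometry of retained JC-1 fluorescence; read-out basis: percent efflux inhibition, scaled nicardipine 100% to DMSO 0%; doses: one concentration, 6.6 µM final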
Bcl-W Bim block – inhibitors of Bim binding to Bcl-W, primary screen, biochemical, multiplexed, bead-based flow cytometry. inhibition, % at 10 µM. hit rate 0.02% among 190,000. Bcl-2-like protein 2 (Homo sapiens), Q92843. Bim peptide-Bcl-W binding;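 note: 0% = bound tracer without compound and 100% = peptide blocker; higher means less fluorescent Bim peptide bound to Bcl-W beads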
RGS8-Gao – RGS8-Galphao binding modulators, primary screen, biochemical, multiplexed bead flow cytometry. Guanine nucleotide-binding protein G(o) subunit alpha (Homo sapiens), P09471. hit rate 0.34% among 220,000. actives lie on both sides. AID 1423, 2008. response (percent of control binding), % at 10 µM; in the data active = response below about 60% or above about 140%; inactive = in between;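 note: Galphao activated as the GDP aluminium fluoride complex binding bead-coupled RGS8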
Bcl-2 Bim block – inhibitors of Bim-Bcl-2 binding, primary screen, biochemical, multiplexed, human Bcl-2 family; Apoptosis regulator Bcl-2 (Homo sapiens), P10415; Bead-based flow cytometry, Bim peptide-Bcl-2 binding; inhibition, % at 10 µM; hit rate 0.06% among 190,000; AID 950, 2007; in the data active = inhibition above about 40%;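 note: 0% = no compound wells with probe peptide and 100% = reference peptide inhibitor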
Target sequence (P10415 whole entry, looked up): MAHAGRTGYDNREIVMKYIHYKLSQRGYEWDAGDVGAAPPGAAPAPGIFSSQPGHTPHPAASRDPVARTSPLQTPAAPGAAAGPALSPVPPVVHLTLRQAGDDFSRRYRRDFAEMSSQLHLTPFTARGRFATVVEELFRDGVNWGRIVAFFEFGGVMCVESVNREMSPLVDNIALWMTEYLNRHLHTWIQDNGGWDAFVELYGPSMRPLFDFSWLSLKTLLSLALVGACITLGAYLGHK
* = called active by the depositor. Cut-off read from the data, not from the text of the source, unless noted: active = inhibition above about 40%. Not a hit list; 0.94% or so of the library scored in one or more.

How did CCO[C@@H]1OC(C(N)=O)=C[C@H](c2ccc(Br)cc2)[C@H]1CCCO do in these assays?
Bim-Bfl-1: -5; Bcl-XL Bim block: 1; RGS4-Gao reg: 100; Bim-Mcl-1: 0; Bcl-B Bim block: 0; ABCB1 block: 0.2; RGS7-Gao: 97; ABCG2 inh: 0; Bcl-W Bim block: -1; RGS8-Gao: 104; Bcl-2 Bim block: -2

Results for CC[n+]1c(C)n(C)c2cc(S(=O)(=O)N(C)C)ccc21 ?
Bim-Bfl-1: -16; Bcl-XL Bim block: -3; RGS4-Gao reg: 106; Bim-Mcl-1: -3; Bcl-B Bim block: -4; ABCB1 block: -0.2; RGS7-Gao: 103; ABCG2 inh: -1; Bcl-W Bim block: -4; RGS8-Gao: 105; Bcl-2 Bim block: -9

How did Cc1nc(SCC(=O)NC(C)(C)C)c2c(-c3cccs3)csc2n1 do in these assays?
Bim-Bfl-1: -3; Bcl-XL Bim block: -6; RGS4-Gao reg: 93; Bim-Mcl-1: -4; Bcl-B Bim block: -7; ABCB1 block: 2.9; RGS7-Gao: 92; ABCG2 inh: 6; Bcl-W Bim block: 0; RGS8-Gao: 93; Bcl-2 Bim block: -3

How did Cc1cccnc1Nc1nc(-c2ccc(O)cc2)cs1 do in these assays?
Bim-Bfl-1: -5; Bcl-XL Bim block: -27; RGS4-Gao reg: 105; Bim-Mcl-1: -3; Bcl-B Bim block: -12; ABCB1 block: 1.2; RGS7-Gao: 103; ABCG2 inh: 6; Bcl-W Bim block: -5; RGS8-Gao: 109; Bcl-2 Bim block: -2

Results for CCCN1CCN(CCCNC(=O)Cn2nc(-c3ccc(C)cc3)ccc2=O)CC1 ?
Bim-Bfl-1: -15; Bcl-XL Bim block: -8; RGS4-Gao reg: 100; Bim-Mcl-1: -1; Bcl-B Bim block: -11; ABCB1 block: -0.7; RGS7-Gao: 102; ABCG2 inh: 1; Bcl-W Bim block: -3; RGS8-Gao: 102; Bcl-2 Bim block: -7

Results for COC(=O)CNC(=O)CNC(=O)c1nn(-c2ccc(OC)c(Cl)c2)c(=O)c2ccccc12 ?
Bim-Bfl-1: -2; Bcl-XL Bim block: -2; RGS4-Gao reg: 98; Bim-Mcl-1: -1; Bcl-B Bim block: -2; ABCB1 block: 0.7; RGS7-Gao: 98; ABCG2 inh: 4; Bcl-W Bim block: 0; RGS8-Gao: 100; Bcl-2 Bim block: 0

What do the screens show for `CCOc1ccc(N2Nc3n[nH]c(N)c3N2)cc1`?
Bim-Bfl-1: 0; Bcl-XL Bim block: 1; RGS4-Gao reg: 85; Bim-Mcl-1: 0; Bcl-B Bim block: -2; ABCB1 block: 0.1; RGS7-Gao: 91; ABCG2 inh: 0; Bcl-W Bim block: 3; RGS8-Gao: 94; Bcl-2 Bim block: 5

Results for CC(=O)Nc1ccc(S(=O)(=O)NC2(C(F)(F)F)C(=O)NC(C)=C2C#N)cc1 (stereo unspecified) ?
Bim-Bfl-1: -4; Bcl-XL Bim block: -1; RGS4-Gao reg: 100; Bim-Mcl-1: -3; Bcl-B Bim block: 0; ABCB1 block: 0.0; RGS7-Gao: 99; ABCG2 inh: 0; Bcl-W Bim block: -1; RGS8-Gao: 100; Bcl-2 Bim block: -2

Results for CCCCS(=O)(=O)Nc1ccc(C(=O)NCC2CCCO2)cc1 (stereo unspecified) ?
Bim-Bfl-1: -12; Bcl-XL Bim block: -1; RGS4-Gao reg: 95; Bim-Mcl-1: 0; Bcl-B Bim block: -4; ABCB1 block: 0.3; RGS7-Gao: 97; ABCG2 inh: 2; Bcl-W Bim block: 2; RGS8-Gao: 95; Bcl-2 Bim block: -8

Results for O=C(Nc1nc2c(s1)CN(Cc1ccccc1)CC2)C1CCCC1 ?
Bim-Bfl-1: -3; Bcl-XL Bim block: 0; RGS4-Gao reg: 103; Bim-Mcl-1: 0; Bcl-B Bim block: -2; ABCB1 block: 0.3; RGS7-Gao: 102; ABCG2 inh: 2; Bcl-W Bim block: -1; RGS8-Gao: 100; Bcl-2 Bim block: -2

What do the screens show for `COc1cccc(C2SCC(=O)N2c2ccc(C)cc2)c1OC` (stereo unspecified)?
Bim-Bfl-1: -1; Bcl-XL Bim block: -1; RGS4-Gao reg: 100; Bim-Mcl-1: -1; Bcl-B Bim block: 0; ABCB1 block: 0.5; RGS7-Gao: 102; ABCG2 inh: 7; Bcl-W Bim block: 0; RGS8-Gao: 106; Bcl-2 Bim block: -3

How did Cc1cccc(N=Nc2c(C)[nH]n(C(N)=S)c2=O)c1C do in these assays?
Bim-Bfl-1: 2; Bcl-XL Bim block: 0; RGS4-Gao reg: 99; Bim-Mcl-1: 3; Bcl-B Bim block: 0; ABCB1 block: 0.5; RGS7-Gao: 97; ABCG2 inh: 4; Bcl-W Bim block: 2; RGS8-Gao: 102; Bcl-2 Bim block: 1

The closing 2 records of the section before open the next one.
What do the screens show for `COc1cccc(C2SCC(=O)N2c2ccc(C)cc2)c1OC` (stereo unspecified)?
Bim-Bfl-1: -1; Bcl-XL Bim block: -1; RGS4-Gao reg: 100; Bim-Mcl-1: -1; Bcl-B Bim block: 0; ABCB1 block: 0.5; RGS7-Gao: 102; ABCG2 inh: 7; Bcl-W Bim block: 0; RGS8-Gao: 106; Bcl-2 Bim block: -3

How did Cc1cccc(N=Nc2c(C)[nH]n(C(N)=S)c2=O)c1C do in these assays?
Bim-Bfl-1: 2; Bcl-XL Bim block: 0; RGS4-Gao reg: 99; Bim-Mcl-1: 3; Bcl-B Bim block: 0; ABCB1 block: 0.5; RGS7-Gao: 97; ABCG2 inh: 4; Bcl-W Bim block: 2; RGS8-Gao: 102; Bcl-2 Bim block: 1

What do the screens show for `NS(=O)(=O)c1ccc(CCNC(=O)c2cc(-c3ccccc3)nc3ccccc23)cc1`?
Bim-Bfl-1: -2; Bcl-XL Bim block: -5; RGS4-Gao reg: 105; Bim-Mcl-1: -2; Bcl-B Bim block: -4; ABCB1 block: -0.4; RGS7-Gao: 107; ABCG2 inh: 8; Bcl-W Bim block: -3; RGS8-Gao: 103; Bcl-2 Bim block: -1

Results for Cc1ccc(N2CCCCn3c2nc2c3c(=O)[nH]c(=O)n2C)cc1 ?
Bim-Bfl-1: 0; Bcl-XL Bim block: -1; RGS4-Gao reg: 97; Bim-Mcl-1: 0; Bcl-B Bim block: -4; ABCB1 block: 1.0; RGS7-Gao: 96; ABCG2 inh: 15; Bcl-W Bim block: -1; RGS8-Gao: 99; Bcl-2 Bim block: 1

Results for CC(=O)C12C3C4C(C5C1C3C5(Br)C41OCCO1)C21OCCO1 (stereo unspecified) ?
Bim-Bfl-1: -1; Bcl-XL Bim block: -1; RGS4-Gao reg: 93; Bim-Mcl-1: -1; Bcl-B Bim block: -3; ABCB1 block: -0.1; RGS7-Gao: 90; ABCG2 inh: 1; Bcl-W Bim block: -1; RGS8-Gao: 86; Bcl-2 Bim block: 0

How did Cc1ccsc1/C=C/C1=Cc2c(sc(NC(=O)CSc3n[nH]c(N)n3)c2C#N)C(C)(C)C1 do in these assays?
Bim-Bfl-1: 5; Bcl-XL Bim block: 6; RGS4-Gao reg: 98; Bim-Mcl-1: 3; Bcl-B Bim block: -11; ABCB1 block: -0.8; RGS7-Gao: 98; ABCG2 inh: -2; Bcl-W Bim block: 2; RGS8-Gao: 99; Bcl-2 Bim block: 5

How did CCSc1nnc(Cn2c(=O)sc3ccccc32)n1-c1ccccc1C do in these assays?
Bim-Bfl-1: -1; Bcl-XL Bim block: -12; RGS4-Gao reg: 101; Bim-Mcl-1: -5; Bcl-B Bim block: -11; ABCB1 block: 0.3; RGS7-Gao: 104; ABCG2 inh: 4; Bcl-W Bim block: -10; RGS8-Gao: 102; Bcl-2 Bim block: -8

Results for O=C(COC(=O)C(Cc1ccccc1)NC(=O)c1ccc(Cl)cc1)c1ccc(Cl)cc1 (stereo unspecified) ?
Bim-Bfl-1: -13; Bcl-XL Bim block: -9; RGS4-Gao reg: 102; Bim-Mcl-1: -4; Bcl-B Bim block: -7; ABCB1 block: 0.8; RGS7-Gao: 104; ABCG2 inh: 6; Bcl-W Bim block: -5; RGS8-Gao: 101; Bcl-2 Bim block: -7

What do the screens show for `CN(C)c1ccc(C2SCCN2C(=O)c2ccc([N+](=O)[O-])cc2)cc1` (stereo unspecified)?
Bim-Bfl-1: -8; Bcl-XL Bim block: -4; RGS4-Gao reg: 97; Bim-Mcl-1: -2; Bcl-B Bim block: -9; ABCB1 block: 0.2; RGS7-Gao: 95; ABCG2 inh: 27; Bcl-W Bim block: -4; RGS8-Gao: 100; Bcl-2 Bim block: -3

How did C#CCN(N(C)c1ncc(C(F)(F)F)cc1Cl)S(=O)(=O)c1ccc2ccccc2c1 do in these assays?
Bim-Bfl-1: -20; Bcl-XL Bim block: -12; RGS4-Gao reg: 96; Bim-Mcl-1: -7; Bcl-B Bim block: -16; ABCB1 block: 1.8; RGS7-Gao: 95; ABCG2 inh: 18; Bcl-W Bim block: -3; RGS8-Gao: 99; Bcl-2 Bim block: -14

What do the screens show for `O=C(c1ccccc1F)N1CCOCC1`?
Bim-Bfl-1: -3; Bcl-XL Bim block: 1; RGS4-Gao reg: 103; Bim-Mcl-1: 0; Bcl-B Bim block: 0; ABCB1 block: 0.0; RGS7-Gao: 105; ABCG2 inh: 1; Bcl-W Bim block: 1; RGS8-Gao: 104; Bcl-2 Bim block: 1

How did CC(C(=O)Nc1cccc([N+](=O)[O-])c1)n1nnc2ccccc21 (stereo unspecified) do in these assays?
Bim-Bfl-1: -1; Bcl-XL Bim block: -1; RGS4-Gao reg: 100; Bim-Mcl-1: -4; Bcl-B Bim block: -2; ABCB1 block: 0.4; RGS7-Gao: 100; ABCG2 inh: 1; Bcl-W Bim block: -2; RGS8-Gao: 99; Bcl-2 Bim block: -3

What do the screens show for `CCO[C@H]1OC(C(=O)N2CCOCC2)=C[C@@H](c2coc3ccccc3c2=O)[C@@H]1CCCO`?
Bim-Bfl-1: -1; Bcl-XL Bim block: 1; RGS4-Gao reg: 100; Bim-Mcl-1: 0; Bcl-B Bim block: -4; ABCB1 block: 0.5; RGS7-Gao: 106; ABCG2 inh: 3; Bcl-W Bim block: 2; RGS8-Gao: 102; Bcl-2 Bim block: 3

What do the screens show for `Cc1ccc(C(=O)COC(=O)c2cn(-c3ccccc3)nc2-c2ccccc2)cc1[N+](=O)[O-]`?
Bim-Bfl-1: 3; Bcl-XL Bim block: -5; RGS4-Gao reg: 93; Bim-Mcl-1: -6; Bcl-B Bim block: -4; ABCB1 block: 0.5; RGS7-Gao: 92; ABCG2 inh: 8; Bcl-W Bim block: -5; RGS8-Gao: 96; Bcl-2 Bim block: 3
